Screening data (PubChem BioAssay)
S1P1 ag: S1P1 (human) receptor agonism; actives 1.5% (n = 16,000); activation, % at 4.5 µM; P21453; AID 1044; S1P1 agonist cell-based reporter assay; in the data active means activation above about 80%
rat GALR2 agon: agonists of rat galanin receptor 2 (GALR2) | AID 833 | cell-based GALR2 agonist screen | actives 0.5% (n = 16,000) | O08726 | activation, % at 10 µM; in the data active means activation above about 15%
Target sequence (O08726 whole entry, looked up): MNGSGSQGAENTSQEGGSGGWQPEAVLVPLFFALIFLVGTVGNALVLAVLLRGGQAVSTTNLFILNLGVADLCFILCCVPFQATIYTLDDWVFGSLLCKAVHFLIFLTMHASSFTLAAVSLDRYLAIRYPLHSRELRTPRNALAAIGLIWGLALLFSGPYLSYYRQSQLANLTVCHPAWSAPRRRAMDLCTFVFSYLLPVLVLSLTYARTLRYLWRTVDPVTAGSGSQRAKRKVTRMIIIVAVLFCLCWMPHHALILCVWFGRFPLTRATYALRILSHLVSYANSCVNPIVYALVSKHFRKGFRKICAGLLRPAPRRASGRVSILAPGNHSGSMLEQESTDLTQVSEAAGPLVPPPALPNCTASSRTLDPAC
NOTCH agonist: agonists of NOTCH signaling; NOTCH signaling luciferase reporter cells, luminescence; actives 0.4% (n = 15,000); activation, % at 2.5 µM; in the data active means activation above about 2.2%
Luminol counter: luminol signal inhibition, Nox1 inhibitor counter-screen. AID 1823. actives 0.4% (n = 16,000). HRP/luminol/H2O2 chemiluminescence counterscreen. inhibition, % at 6.7 µM; further: reference of the scale not given here
Nox1 inhibitor: inhibitors of human NADPH oxidase 1 (Nox1) | AID 1792 | Q9Y5S8 | actives 0.81% (n = 16,000) | inhibition, % at 6.7 µM | HT29 cells, luminol chemiluminescence ROS
PME-1 Maybr inh: inhibitors of human PME-1 in Maybridge library. Q9Y570. actives 0.5% (n = 16,000). inhibition, % at 9 µM. recombinant PME-1, FP-Rh probe fluorescence polarization; in the data active means inhibition above about 30%
KOR antag MB: antagonists of human kappa opioid receptor OPRK1, Maybridge library. P41145. AID 652031. actives 0.4% (n = 16,000). OPRK1 cells, antagonist mode, fluorescence readout. inhibition, % at 9 µM; in the data active means inhibition above about 50%
Target sequence (P41145 whole entry, looked up): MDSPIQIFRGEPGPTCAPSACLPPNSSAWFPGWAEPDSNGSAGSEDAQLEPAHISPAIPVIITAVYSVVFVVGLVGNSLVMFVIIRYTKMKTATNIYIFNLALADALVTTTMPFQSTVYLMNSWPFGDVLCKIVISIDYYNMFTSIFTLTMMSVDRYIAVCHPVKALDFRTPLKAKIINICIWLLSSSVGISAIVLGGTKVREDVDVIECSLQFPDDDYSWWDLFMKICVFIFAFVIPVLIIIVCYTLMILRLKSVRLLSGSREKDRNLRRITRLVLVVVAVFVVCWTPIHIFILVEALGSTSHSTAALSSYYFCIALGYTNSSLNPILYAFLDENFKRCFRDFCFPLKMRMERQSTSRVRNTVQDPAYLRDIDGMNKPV
TLR4-MyD88 inh: TLR4-MyD88 interaction inhibition | O00206 | Cell-based TLR4-MyD88 binding inhibition assay | inhibition, % at 10 µM | actives 0.06% (n = 16,000); in the data active means inhibition above about 45%
* marks the source's active call; other numbers are inactive results; nt = no result given. Unless noted, no stated cut-off is given here; in the data, active means inhibition above about 75%; inactive means the rest.

SMILES	S1P1 ag	rat GALR2 agon	NOTCH agonist	Luminol counter	Nox1 inhibitor	PME-1 Maybr inh	KOR antag MB	TLR4-MyD88 inh
COc1ccc(-c2cc(-c3ccccc3)nc(NS(=O)(=O)c3ccc(N)cc3)n2)cc1	-47	-4	-0.8	3	0	-7	5	-1
O=[N+]([O-])c1ccc(SCc2cccc(C(F)(F)F)c2)c([N+](=O)[O-])c1	14	-6	-0.3	-1	-41	6	1	9
COC(=O)c1sc(=S)sc1C(=O)OC	12	-2	-0.7	2	-39	-1	-2	5
COc1ccc(-c2nn(CCC#N)c(=O)[nH]2)cc1	1	-5	0.1	2	-30	-3	-8	0
COc1ccc(OC)c(S(=O)(=O)CC(O)COc2ccccc2Cl)c1 (stereo not given)	3	-6	-0.8	2	-14	-2	-16	-2
Cc1cc(NC(=O)Nc2cnccc2C(F)(F)F)no1	7	-6	0.0	-1	-30	1	-4	-2
CNC(=O)Cc1csc2ccc(Cl)cc12	15	-5	-0.3	-8	-9	7	8	2
O=C(NCc1cc2ccccc2s1)c1ccccc1N1CCOCC1	-15	0	-0.8	1	-91	1	17	2
NC(=O)c1cccc(CSCc2csc3ccccc23)c1	-3	-5	-0.4	-3	-14	1	6	-9
Cc1nccnc1-c1ccnn1C(=O)c1c(C)noc1C	-10	-4	-0.3	1	-27	4	-1	-7
N#CC(C(=S)Nc1ccccc1)c1nc2ccccc2[nH]1 (stereo not given)	10	-8	0.1	5	-42	5	7	9
CC(C)(C)OC(=O)NC1CCN(C(=O)Nc2cc(Cl)cc(Cl)c2)CC1	-3	2	-0.3	-5	5	-14	7	8
CC(C)c1nnc(NCC(C)(C)C)s1	-2	0	-0.1	-4	3	5	7	-6
COc1cc(C(=O)NNS(=O)(=O)c2ccc(Cl)cc2)c(-n2c(C)ccc2C)cc1OC	4	-4	-0.2	0	-25	3	4	-4
CC(=O)OC(Cc1ccccc1)NC(=O)CCCC(=O)NC(Cc1ccccc1)OC(C)=O (stereo not given)	-5	-7	-1.1	-1	-34	0	-12	-3
Cc1csc(-c2sc3ccccc3c2O)n1	21	0	0.7	-3	36	5	8	2
O=c1cc(C(F)(F)F)[nH]c(=S)[nH]1	0	-6	-0.2	3	-45	-2	6	-8
c1csc(-c2noc(CNC3Cc4ccccc4C3)n2)c1	38	-4	-0.3	1	-4	-2	25	-7
N#CC1(C#N)C2C=CC(C2)C1(C#N)C#N	46	-11	-0.2	3	-45	-4	4	-1
CC(C)=NOC(=O)Nc1ccc(C(F)(F)F)cc1	-8	-8	-0.5	1	-55	-2	-14	2
Cc1nn(CCC#N)c(C)c1Cc1c(Cl)cccc1Cl	1	-4	-0.6	0	-34	4	7	3
CCOC(=O)c1ccc(NC(C)=O)c([N+](=O)[O-])c1	-15	-4	-5.5	1	-56	-2	11	-1
COC(=O)c1ccc(S(=O)(=O)NNc2c(Cl)cncc2Cl)n1C	60	-4	-0.7	19	16	3	-6	9
CSc1ccccc1Nc1ncnc(N)n1	-13	-7	nt	-9	-18	8	-1	-4
CCOc1ccc(NC(=S)NC(c2ccccc2)c2ccccc2)cc1	-11	-4	-0.9	-2	-10	5	-13	-6
O=S(=O)(Nc1ccc(C(F)(F)F)cc1Cl)c1cc(Br)c(Cl)s1	113*	-4	0.3	1	39	5	7	-18
CCOC(=O)C(C)c1nc2ccccc2[nH]c1=O (stereo not given)	-6	-3	-0.5	-2	-110	1	-12	4
O=C(c1ccc(Cl)cc1Cl)N1CCc2[nH]c3ccc(F)cc3c2C1	17	-5	-0.2	-2	-12	9	14	-11
COc1nc(C)nc(N/C=C(\C#N)C(=O)C2CC2)n1	22	-8	-0.2	-2	-7	3	-1	nt
Cc1cc(C(=O)NNC(=O)c2c(-c3c(Cl)cccc3Cl)noc2C)no1	-12	-6	0.4	-4	9	1	-38	0

Reformatted with two lines to a compound: 22 of the compounds above
Fields – S1P1 ag | rat GALR2 agon | NOTCH agonist | Luminol counter | Nox1 inhibitor | PME-1 Maybr inh | KOR antag MB | TLR4-MyD88 inh
> Cc1cc(NC(=O)Nc2cnccc2C(F)(F)F)no1
 : 7 | -6 | 0.0 | -1 | -30 | 1 | -4 | -2
> CNC(=O)Cc1csc2ccc(Cl)cc12
 : 15 | -5 | -0.3 | -8 | -9 | 7 | 8 | 2
> O=C(NCc1cc2ccccc2s1)c1ccccc1N1CCOCC1
 : -15 | 0 | -0.8 | 1 | -91 | 1 | 17 | 2
> NC(=O)c1cccc(CSCc2csc3ccccc23)c1
 : -3 | -5 | -0.4 | -3 | -14 | 1 | 6 | -9
> Cc1nccnc1-c1ccnn1C(=O)c1c(C)noc1C
 : -10 | -4 | -0.3 | 1 | -27 | 4 | -1 | -7
> N#CC(C(=S)Nc1ccccc1)c1nc2ccccc2[nH]1 (stereo not given)
 : 10 | -8 | 0.1 | 5 | -42 | 5 | 7 | 9
> CC(C)(C)OC(=O)NC1CCN(C(=O)Nc2cc(Cl)cc(Cl)c2)CC1
 : -3 | 2 | -0.3 | -5 | 5 | -14 | 7 | 8
> CC(C)c1nnc(NCC(C)(C)C)s1
 : -2 | 0 | -0.1 | -4 | 3 | 5 | 7 | -6
> COc1cc(C(=O)NNS(=O)(=O)c2ccc(Cl)cc2)c(-n2c(C)ccc2C)cc1OC
 : 4 | -4 | -0.2 | 0 | -25 | 3 | 4 | -4
> CC(=O)OC(Cc1ccccc1)NC(=O)CCCC(=O)NC(Cc1ccccc1)OC(C)=O (stereo not given)
 : -5 | -7 | -1.1 | -1 | -34 | 0 | -12 | -3
> Cc1csc(-c2sc3ccccc3c2O)n1
 : 21 | 0 | 0.7 | -3 | 36 | 5 | 8 | 2
> O=c1cc(C(F)(F)F)[nH]c(=S)[nH]1
 : 0 | -6 | -0.2 | 3 | -45 | -2 | 6 | -8
> c1csc(-c2noc(CNC3Cc4ccccc4C3)n2)c1
 : 38 | -4 | -0.3 | 1 | -4 | -2 | 25 | -7
> N#CC1(C#N)C2C=CC(C2)C1(C#N)C#N
 : 46 | -11 | -0.2 | 3 | -45 | -4 | 4 | -1
> CC(C)=NOC(=O)Nc1ccc(C(F)(F)F)cc1
 : -8 | -8 | -0.5 | 1 | -55 | -2 | -14 | 2
> Cc1nn(CCC#N)c(C)c1Cc1c(Cl)cccc1Cl
 : 1 | -4 | -0.6 | 0 | -34 | 4 | 7 | 3
> CCOC(=O)c1ccc(NC(C)=O)c([N+](=O)[O-])c1
 : -15 | -4 | -5.5 | 1 | -56 | -2 | 11 | -1
> COC(=O)c1ccc(S(=O)(=O)NNc2c(Cl)cncc2Cl)n1C
 : 60 | -4 | -0.7 | 19 | 16 | 3 | -6 | 9
> CSc1ccccc1Nc1ncnc(N)n1
 : -13 | -7 | nt | -9 | -18 | 8 | -1 | -4
> CCOc1ccc(NC(=S)NC(c2ccccc2)c2ccccc2)cc1
 : -11 | -4 | -0.9 | -2 | -10 | 5 | -13 | -6
> O=S(=O)(Nc1ccc(C(F)(F)F)cc1Cl)c1cc(Br)c(Cl)s1
 : 113* | -4 | 0.3 | 1 | 39 | 5 | 7 | -18
> CCOC(=O)C(C)c1nc2ccccc2[nH]c1=O (stereo not given)
 : -6 | -3 | -0.5 | -2 | -110 | 1 | -12 | 4

Continuation.
SMILES	S1P1 ag	rat GALR2 agon	NOTCH agonist	Luminol counter	Nox1 inhibitor	PME-1 Maybr inh	KOR antag MB	TLR4-MyD88 inh
NC(=O)NC(NC(N)=O)C(=O)O	-11	-6	-0.3	-2	14	0	12	-4
NC(=O)N1CCCCC/C1=N\O	-3	-8	-0.5	14	1	-1	6	1
CN(C)/C=C/C(=O)c1cccc(Cl)c1F	11	-8	0.0	2	-59	-4	3	1
O=[N+]([O-])c1ccc(Sc2ccc(Cl)cc2)c(-c2ccn[nH]2)c1	23	-11	0.4	2	-8	-2	-10	-2
CCOc1nn(-c2ncc(C(F)(F)F)cc2Cl)c(=O)o1	23	-2	-0.4	2	10	-4	12	4
Cc1cc(CN2CCS(=O)(=O)CC2)c(C(F)(F)F)o1	0	-4	-0.4	-3	2	6	5	-12
COc1ccc2c(O)c(N=O)ccc2c1	3	-3	0.8	-8	-17	12	12	-5
O=C(O)C1C2C=CC(C2)C1C(=O)Nc1ccccc1 (stereo not given)	1	-5	-5.5	-1	-36	2	-5	3
CCCCc1cc(C)c2[nH]cc(C(=O)O)c(=O)c2c1	0	-9	-0.3	-5	4	6	10	3
O=C(Cc1ccccc1Cl)NC1(O)C(=O)c2ccccc2C1=O	-11	-4	-0.5	1	-70	3	6	-2
Cc1ccc(S(=O)(=O)CCSc2nccn2C)cc1	-1	-5	0.5	15	-19	0	26	-3
CCOC(=O)C1CCN(c2cc(=O)n(C)c(=O)n2C)CC1	-2	-2	-0.4	-2	8	-3	11	2
CC1(C)CCc2cc(/C=C(\C#N)S(C)(=O)=O)ccc2O1	-31	-5	-0.6	1	-59	2	-5	7
CC1(C)CC(=O)C2=C(C1)Nc1ccccc1NC2c1ccco1 (stereo not given)	-9	-4	-0.5	0	-18	-1	-11	9
COc1ccccc1Nc1snc2[nH]c(C(=O)c3ccc(C)cc3)cc12	-15	-4	-0.2	-3	7	2	16	-13
O=C(NCc1ccc(S(=O)(=O)NCCSCc2ccco2)s1)c1ccccc1	4	-10	-0.6	5	-3	12	2	12
c1coc(C2NCCc3ccccc32)c1 (stereo not given)	0	-1	0.0	-2	-9	5	4	-2
Cc1cc(=O)c2ccccc2[nH]1	-1	-8	-0.3	-4	2	1	8	-5
CCOC(=O)c1cnc2cc(C)[nH]n2c1=O	-3	-5	-0.6	0	-30	1	-6	7
CSCCC(NC(=O)c1ccc(C(F)(F)F)cc1)C(=O)NN (stereo not given)	-12	-6	-0.1	3	-55	-1	17	-15
COc1cc(C(=O)ON=C2C3CC4CC(C3)CC2C4)cc(OC)c1OC	-32	-2	-0.3	-5	-9	-1	-2	5
Cc1cc2nc(-c3ccccc3)cc(=O)n2[nH]1	-6	-5	-0.1	3	8	4	-25	-11
O=C(NCC1CC1)c1ccccc1NS(=O)(=O)c1cc(Cl)sc1Cl	1	-7	-1.0	2	-29	-3	10	11
S=c1[nH]nc(-c2cccc3ccccc23)n1-c1cccnc1	-1	-7	-0.5	89*	24	-1	2	18
CC(C)(C)C(=O)/C=C1\C(=O)Nc2ccc(Br)cc21	11	-6	-6.2	2	-49	-1	29	-44
Cc1nc(-c2nnc(Sc3ccc([N+](=O)[O-])cn3)n2C)cs1	11	-2	-0.4	-31	-78	-2	10	7
COc1cc([N+](=O)[O-])c(OC)cc1SCC(=O)NNC(=O)c1cc(OC)c(OC)c(OC)c1	-5	-3	-0.2	-2	6	6	2	-5
COC(=O)c1cc(=O)c2cc(C(F)(F)F)ccc2[nH]1	-4	-7	0.3	4	-26	0	1	-37
O=C(Cc1csc2ccccc12)Nc1ccc(F)cc1	-8	-1	-0.2	2	-64	58*	-13	2
Cn1c(=O)c(-c2nc(-c3ccccc3)cs2)cn(-c2ccccc2)c1=O	5	-1	-0.1	4	-40	-3	-9	-9
CCOC(=O)C(CCC#N)(CCC#N)C(C)=O	-27	-4	-0.3	0	-35	-2	-2	-3
Cc1ccc(SC(=O)N/C=C/c2ccsc2)cc1	2	-8	0.1	1	-53	-2	-16	-1
c1ccc(-c2cc(-c3ccccc3)on2)cc1	16	-7	nt	-3	-5	1	2	-4
COc1ccc(C(=O)Nc2ccccc2)cc1OC	-35	-2	-0.2	-1	-10	2	-2	1
Cc1cc(Nc2cc(C(F)(F)F)nc3c(Cl)cccc23)on1	0	-8	-0.6	-3	-4	-11	18	-2
N#Cc1c2c(c(Sc3nc4ccccc4[nH]3)n3c1nc1ccccc13)CCCC2	-5	-11	-0.1	1	-22	0	-41	-6
O=C(O)CSCC(=O)Nc1ccc(C(F)(F)F)cn1	5	-8	-0.2	2	-12	-23	3	2
COC(=O)c1cc(=O)nc(NC(=O)Nc2c(-c3c(Cl)cccc3Cl)noc2C)s1	-24	-7	-0.2	-1	-23	3	0	-3
COC(=O)c1ccc(CSc2ccccn2)cc1	20	0	0.3	-7	6	11	19	2
C#CCOC(=O)Nc1cnc(N(C)C)c(C(F)(F)F)c1	-22	-2	-0.3	0	-50	0	16	6
CS(=O)(=O)c1csc(C(=O)Nc2cccc(Cl)c2)c1Cl	-2	-5	-0.3	-1	10	3	0	-9
O=C(O)c1cnc(NCc2ccccc2)s1	1	-5	-0.5	4	-24	-5	0	-2
CCON1C(=O)c2ccccc2C1=O	-6	-5	-0.5	3	-7	-4	6	-6
Cc1c(-c2ccccc2)sc(N)c1C#N	2	-7	-0.3	2	-13	8	-1	7
CC(/C=C/c1ccccc1)=N\OC(=O)NC(C)C	20	-7	-0.2	-5	1	5	-1	-27
